Bioassay records deposited in PubChem by several laboratories.
FadD28 binding = inhibitors of Mycobacterium tuberculosis FadD28 bisubstrate binding | FadD28 bisubstrate probe binding, fluorescence polarization | inhibition, % at 12.5 µM | 0.22% of 360,000 active; in the data active = inhibition above about 8.5%, passing the limit was not always enough; inconclusive = no clear call, values can overlap the other calls
GDH-TPI inh = GDH-TPI coupled enzyme inhibition counter-screen | inhibition, % at 4.8 µM | GDH-TPI coupled enzyme counterscreen, NADH absorbance | AID 588335 | 1.2% of 360,000 active; in the data active = inhibition above about 30%;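 also: 0% = DMSO wells and 100% = wells lacking the enzyme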
Mtb UGM inh = inhibitors of M. tuberculosis UDP-galactopyranose mutase. inhibition, % at 10 µM. 0.06% of 320,000 active. AID 504406. P9WIQ1. purified UGM, fluorescence polarization probe displacement; in the data active = inhibition above about 10%, passing the limit was not always enough; inconclusive = no clear call, values can overlap the other calls
PrPC surface inh = cell surface PrPC inhibition, primary TR-FRET screen; P04156; inhibition, % at 13.8 µM; AID 720596; 0.43% of 370,000 active; TR-FRET read-out; in the data active = inhibition above about 24%; also: 0% = median of the test wells and 100% = reference compound wells
BioA inh = inhibitors of Mycobacterium tuberculosis BioA enzyme; purified M. tuberculosis BioA enzyme, plate reader; inhibition, % at 9.99 µM; 0.096% of 360,000 active; AID 602481; in the data active = inhibition above about 40%; inconclusive = no clear call, values can overlap the other calls
FBA Mtb inh = Mtb fructose-bisphosphate aldolase inhibition. P9WQA3. purified M. tuberculosis FBA, fluorescence read-out. inhibition, % at 1 µM. 2.3% of 360,000 active. AID 588726; in the data active = inhibition above about 27%;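 also: 0% = vehicle and 100% = reference inhibitor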
Target sequence (P9WQA3 whole entry, looked up): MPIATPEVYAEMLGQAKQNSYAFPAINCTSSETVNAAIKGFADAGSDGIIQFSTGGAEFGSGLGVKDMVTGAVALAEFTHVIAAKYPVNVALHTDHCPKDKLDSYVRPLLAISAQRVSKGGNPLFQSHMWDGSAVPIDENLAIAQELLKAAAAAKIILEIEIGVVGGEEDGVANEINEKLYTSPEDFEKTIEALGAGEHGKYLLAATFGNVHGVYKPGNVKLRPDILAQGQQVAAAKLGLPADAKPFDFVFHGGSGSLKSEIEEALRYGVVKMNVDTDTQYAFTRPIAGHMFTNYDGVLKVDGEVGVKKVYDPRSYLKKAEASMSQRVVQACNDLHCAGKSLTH
Rv3671c inh = inhibitors of M. tuberculosis serine protease Rv3671c. P9WHR9. inhibition, % at 5.96 µM. AID 2606. 0.048% of 320,000 active; in the data active = inhibition above about 38%;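 also: extracellular domain of Rv3671c used as enzyme; 0% = enzyme with DMSO and 100% = no enzyme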
Target sequence (P9WHR9 whole entry, looked up, the tested form may be a part): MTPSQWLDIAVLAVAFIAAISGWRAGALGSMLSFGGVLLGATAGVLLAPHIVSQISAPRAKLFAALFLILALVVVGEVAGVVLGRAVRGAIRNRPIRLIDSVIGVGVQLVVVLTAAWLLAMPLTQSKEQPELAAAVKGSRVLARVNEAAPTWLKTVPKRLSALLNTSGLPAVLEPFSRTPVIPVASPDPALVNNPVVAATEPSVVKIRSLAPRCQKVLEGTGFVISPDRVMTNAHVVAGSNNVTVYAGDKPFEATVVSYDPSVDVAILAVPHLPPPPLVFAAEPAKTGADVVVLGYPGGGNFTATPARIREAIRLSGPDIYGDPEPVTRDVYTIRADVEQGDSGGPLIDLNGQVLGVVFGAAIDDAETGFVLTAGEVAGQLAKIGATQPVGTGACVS
MazF activator = MazEF (E. coli) toxin RNase activation | FAM/BHQ RNA-DNA oligo cleavage fluorescence, 5 h | activation, % at 20 µM | 0.32% of 350,000 active | AID 504720; in the data active = activation above about 50%
Target sequence (P0AE70 whole entry, looked up): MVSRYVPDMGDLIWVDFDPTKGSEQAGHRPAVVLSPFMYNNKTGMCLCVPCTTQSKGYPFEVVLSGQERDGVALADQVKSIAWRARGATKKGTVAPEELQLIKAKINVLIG
BoNT F protease = BoNT F light chain protease inhibition. inhibition, % at 10 µM. 0.22% of 360,000 active. AID 588497. Multiplex microsphere protease cleavage assay, flow cytometry; in the data active = inhibition above about 35%, passing the limit was not always enough; inconclusive = no clear call, values can overlap the other calls; also: plate controls were buffer without enzyme for full effect and enzyme alone for no effect
* hit, by the source's call; u = inconclusive; x = not tested or not shown. Hits appear at their usual frequency. Share with any hit: about 4.8%.

The first seven records (preview)
SMILES	FadD28 binding	GDH-TPI inh	Mtb UGM inh	PrPC surface inh	BioA inh	FBA Mtb inh	Rv3671c inh	MazF activator	BoNT F protease
CCC(OC(=O)c1ccco1)C(=O)NCc1ccc(C)cc1 (stereo not given)	-1.2	1	0.3	2	-0.7	-1	9	-4	7
CC1Cc2cc(S(=O)(=O)N3CCN(c4ccccc4)CC3)ccc2N1C(=O)C1CC1 (stereo not given)	0.0	8	3.0	3	-3.0	7	0	-4	-6
C=CCOc1cccc(/C=N/NC(=O)CC(=O)NC2CCCCC2)c1	1.9	1	-1.2	-3	-0.2	2	-4	8	-10
CC(=O)c1sc(NC(=O)C2CCN(c3ncnc4sc(C)c(C)c34)CC2)nc1-c1ccccc1	-1.6	4	3.0	9	-0.3	-1	-17	-51	1
CN(Cc1ccccc1)C(=O)N1CCOCC1	-1.8	8	6.5	-4	-0.9	-2	-3	0	1
CCc1cc(=O)oc2c3c(cc(OCC(=O)NCc4ccco4)c12)OC(C)(C)CC3	-0.1	23	0.3	x	4.2	154*	-7	3	4
O=[N+]([O-])c1cccc(-c2n[nH]c(=S)n2-c2ccc(Br)cc2)c1	-1.4	6	1.6	0	x	3	6	-1	-3

The list itself, from the start:
SMILES	FadD28 binding	GDH-TPI inh	Mtb UGM inh	PrPC surface inh	BioA inh	FBA Mtb inh	Rv3671c inh	MazF activator	BoNT F protease
CCC(OC(=O)c1ccco1)C(=O)NCc1ccc(C)cc1 (stereo not given)	-1.2	1	0.3	2	-0.7	-1	9	-4	7
CC1Cc2cc(S(=O)(=O)N3CCN(c4ccccc4)CC3)ccc2N1C(=O)C1CC1 (stereo not given)	0.0	8	3.0	3	-3.0	7	0	-4	-6
C=CCOc1cccc(/C=N/NC(=O)CC(=O)NC2CCCCC2)c1	1.9	1	-1.2	-3	-0.2	2	-4	8	-10
CC(=O)c1sc(NC(=O)C2CCN(c3ncnc4sc(C)c(C)c34)CC2)nc1-c1ccccc1	-1.6	4	3.0	9	-0.3	-1	-17	-51	1
CN(Cc1ccccc1)C(=O)N1CCOCC1	-1.8	8	6.5	-4	-0.9	-2	-3	0	1
CCc1cc(=O)oc2c3c(cc(OCC(=O)NCc4ccco4)c12)OC(C)(C)CC3	-0.1	23	0.3	x	4.2	154*	-7	3	4
O=[N+]([O-])c1cccc(-c2n[nH]c(=S)n2-c2ccc(Br)cc2)c1	-1.4	6	1.6	0	x	3	6	-1	-3
Cc1occc1C(=O)Nc1ccc(S(N)(=O)=O)cc1	-2.6	-7	-0.2	-1	x	0	5	2	-2
S=C(Nc1ccccc1)N1CCN(c2ccccc2)CC1	-0.7	6	x	2	0.3	-3	x	0	-3
CC(CCc1ccccc1)NC(=O)c1cccc(F)c1 (stereo not given)	-1.2	-2	0.7	6	1.5	0	-3	-4	-30
CCCCN(C)Cc1c(C)[nH]c2c(ccc3ccccc32)c1=O	-3.4	8	1.6	-5	x	7	-4	4	-13
Cc1ccc(/C=C/C(=O)Nc2cc(C)on2)cc1	1.6	4	-0.4	8	-0.7	0	2	-1	-29
Cc1c(NC(=S)NC(=O)c2cccc(Br)c2)c(=O)n(-c2ccccc2)n1C	1.6	1	0.5	0	1.3	3	-6	-12	u
COc1ccc(-c2ccc(CCC(=O)O)n2NC(N)=O)cc1	-4.3	-1	-0.4	-3	2.2	14	5	12	0
COCCOC(=O)c1c(NC(=O)COC(=O)Cc2cccc(OC)c2)sc(C(N)=O)c1C	-0.3	7	-2.0	2	-2.5	5	5	-2	1
Cc1cc2cc(CN(Cc3ccco3)C(=O)NCc3ccccc3)c(=O)[nH]c2cc1C	-1.7	3	-1.1	4	-0.1	-1	0	1	-6
CCOc1ncccc1C(=O)Nc1cccc(S(=O)(=O)N2CCCCC2)c1	-0.7	2	1.7	3	-2.1	5	-12	4	-2
COc1ccc(NC(=O)c2ccc(-n3cccn3)nc2)c(OC)c1	0.2	8	-3.2	3	-0.9	2	2	-2	-6
C=C1C(=O)OC2CC(C)C3C=CC(=O)C3(C)C(O)C12 (stereo not given)	1.4	0	x	x	x	4	x	-13	-1
COc1cc(CNc2ccc(N3CCOCC3)c(C(=O)O)c2)ccc1OCC(N)=O	-0.9	10	5.3	-5	-1.8	8	-3	3	4
COc1ccc(OC)c2[nH]c(=O)c(CCNC(=O)C3CCCCC3)cc12	-1.9	8	0.2	-5	0.3	1	-8	0	-7
CC(C)C[C@@H](CNCC(=O)[C@H](C)NC(=O)c1[nH]cnc1C(=O)N[C@@H](C)CN)NC(=O)c1nc[nH]c1C(=O)N[C@@H](Cc1ccccc1)C(=O)O	-0.9	-4	x	-1	0.2	2	x	7	-4
O=C(c1cccnc1)N(Cc1ccccc1)c1ccccc1	-3.5	-6	-1.1	x	1.2	-2	-4	-4	2
COc1ccc(Cn2c(C)c(C)c(C#N)c2NC(=O)Nc2cccc(Cl)c2)cc1	-1.9	3	-1.2	1	-3.4	0	-8	-7	-22
COc1ccccc1C1=NOC(COc2ccc3c(C)cc(=O)oc3c2)C1 (stereo not given)	-2.0	4	-1.4	3	0.7	12	-4	5	44*
C#CCn1c(CCNC(=O)c2ccco2)nc2ccccc21	-0.7	-2	-0.1	-5	0.2	8	2	0	8
O=C(N/N=C/c1ccc([N+](=O)[O-])o1)c1cc2ccccc2o1	-0.7	37*	-1.2	-6	x	-3	13	6	x
Cc1ccc(CC(=O)OCC(=O)NC2CCCC(C)C2C)cc1C (stereo not given)	0.8	-2	-0.7	-1	1.2	0	-4	-4	-32
COc1ccc(OC)c(C(=O)COC(=O)C2CC3CCCC(C2)C3=O)c1 (stereo not given)	-1.1	9	-1.6	4	-1.5	-3	-5	0	-5
Cn1nc(C(C)(C)C)cc1C(=O)N1CCCCC1c1cc(C(=O)Nc2ccc(F)c(Cl)c2)no1 (stereo not given)	-3.0	4	x	19	0.6	-3	x	x	-5
N#C/C(=C\C=C\c1ccccc1)C(=O)N1CCCC1	1.4	29	0.4	4	x	1	6	-22	17
COc1ccc2oc(C(=O)OCC(=O)NCCc3ccccc3)c(C)c2c1	-0.3	8	2.0	0	-1.7	32*	-13	2	-2
O=C(NCCN1CCCC1)c1ccc2c(c1)N(Cc1cccc(Cl)c1)C(=O)c1ccccc1S2(=O)=O	-3.2	-2	-0.9	-14	2.7	1	-18	15	11
Cc1cccc(C(=O)Nc2ccc(C(=O)N/N=C/c3cccnc3)cc2)c1	-0.5	3	1.7	-10	x	1	1	9	-12
COc1cc(N/C(=N/S(=O)(=O)c2ccccc2)c2ccccc2)ncn1	-3.9	-1	-0.3	-5	-1.9	-14	-3	-1	1
O=C(NC1CC1)C1=C[C@@H](c2csc3ccccc23)C[C@@H](OCCCCO)O1	-3.0	2	0.0	10	0.1	-1	1	-1	-5
O=C(COc1ccc(Br)cc1Cl)NC1CCCCC1	0.1	6	1.7	3	x	-3	-1	-1	-1
Cc1cccc(CN2CCc3c(OCC(=O)NCc4ccco4)cccc3C2=O)c1	-6.4	-4	-1.5	4	x	-2	-7	-7	-9
CCOc1ccc(-c2cc(C(=O)NCCCN3CCOCC3)c3ccccc3n2)cc1	1.0	25	-3.3	-3	0.5	35*	-4	-1	14
COc1ccc(C(=O)OCCN2CCN(C3=NS(=O)(=O)c4ccccc43)CC2)cc1OC	-2.7	-6	-4.0	-4	0.3	-2	3	13	24

In another format: results already given
> COc1ccc(OC)c2[nH]c(=O)c(CCNC(=O)C3CCCCC3)cc12
  FadD28 binding = -1.9; GDH-TPI inh = 8; Mtb UGM inh = 0.2; PrPC surface inh = -5; BioA inh = 0.3; FBA Mtb inh = 1; Rv3671c inh = -8; MazF activator = 0; BoNT F protease = -7
> CC(C)C[C@@H](CNCC(=O)[C@H](C)NC(=O)c1[nH]cnc1C(=O)N[C@@H](C)CN)NC(=O)c1nc[nH]c1C(=O)N[C@@H](Cc1ccccc1)C(=O)O
  FadD28 binding = -0.9; GDH-TPI inh = -4; Mtb UGM inh = x; PrPC surface inh = -1; BioA inh = 0.2; FBA Mtb inh = 2; Rv3671c inh = x; MazF activator = 7; BoNT F protease = -4
> O=C(c1cccnc1)N(Cc1ccccc1)c1ccccc1
  FadD28 binding = -3.5; GDH-TPI inh = -6; Mtb UGM inh = -1.1; PrPC surface inh = x; BioA inh = 1.2; FBA Mtb inh = -2; Rv3671c inh = -4; MazF activator = -4; BoNT F protease = 2

(continued)
SMILES	FadD28 binding	GDH-TPI inh	Mtb UGM inh	PrPC surface inh	BioA inh	FBA Mtb inh	Rv3671c inh	MazF activator	BoNT F protease
N#Cc1ccsc1NC(=O)COC(=O)c1ccc(NC(N)=O)cc1	-1.0	1	-0.2	5	x	2	-58	9	-11
C=C(C)CN1C(=O)C2(OCCO2)c2cc(Br)ccc21	-1.2	-1	-1.3	-2	1.5	0	-3	12	u
C/C(Cn1nnc2ccccc21)=N\NC(=O)c1cccc(Br)c1	-1.9	9	-1.9	4	x	-5	2	6	4
Cc1cc(Oc2ccc3ccccc3c2)nc(SCC(=O)c2ccccc2)n1	-1.8	6	-0.4	-4	-1.7	0	-26	-6	-2
CCCCCCNC(=O)O[C@@]12CN(S(=O)(=O)c3ccc(C)cc3)C[C@]1(O)Cn1c(=O)n(CCCCCC)c(=O)n1C2	-3.7	5	x	-1	-2.3	-3	x	-1	-5
COc1cc(NC(=O)Cn2cnc3ccccc3c2=O)c(OC)cc1Cl	0.4	5	0.0	-10	7.5	0	-9	-3	1
COc1ccc(N(C(=O)C(C)C)S(=O)(=O)c2ccc(Cl)cc2)cc1	0.8	4	-1.4	3	-1.7	2	-6	1	2
COc1cc(CNC(=O)c2cnc(C)cn2)cc(OC)c1	-2.4	14	-0.7	-3	-0.3	2	1	6	x
CC(C)(C)NC(=O)CCN(/N=C/c1ccccc1)C1=NS(=O)(=O)c2ccccc21	-1.6	12	2.4	9	-0.7	0	-1	-5	0
COc1ccc(-c2nc3scc(-c4ccc(OC)c(OC)c4)c3c(=O)o2)cc1	-2.8	1	-1.0	x	3.6	1	-7	8	10
N#C/C(=C(/O)CN1CCN(c2ccccc2F)CC1)c1nc(-c2ccccc2)cs1	2.4	16	3.0	-2	0.0	1	11	-2	-8
CCOC(=O)C1CCN(C(=O)CN(c2ccc(OC)c(OC)c2)S(=O)(=O)c2ccccc2)CC1	-2.8	15	-0.6	1	0.7	-2	-3	-6	0
